INS-1E rescue: protection of INS-1E cells from cytokine death, primary screen, ATP luminescence, single point. INS-1E cytokine-induced death, 48 h; normalised: neutral wells 0, positive control 100. protection from cytokine-induced ATP loss, % at 10 µM. actives 0.1% (n = 20,000);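 active means mean replicate protection from cytokine-induced ATP loss at least 50% and at least 75% of replicates each reaching 50%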
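Test system: INS-1E rat cells | Quantity: 8000 cells per well | Medium: Phenol-red-free RPMI with 5% fetal bovine serum | Reagent: Cytokine cocktail of IFN-γ, TNF-α and IL-1β | Doses: One compound concentration, pin transfer | Timing: 48 h co-treatment, 10 min post-lysis read | Technique: Luminescent ATP assay (CellTiter-Glo)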
T cruzi intra: inhibitors of intracellular Trypanosoma cruzi, primary screen, cell-based, plate reader, single point, set 2 | AID 651903, 2012 | intracellular Trypanosoma cruzi in host cells | actives 4.9% (n = 22,000) | activity score (inhibition), % at 5.01 µM; in the data active means activity score above about 55%;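 further: parasites and compound incubated about four days before reading; 0% = median of neutral control wells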
* marks the source's active call; other numbers are inactive results; . = not tested or not shown.

SMILES	INS-1E rescue	T cruzi intra
C[C@H](CO)N1C[C@H](C)[C@@H](CN(C)Cc2ccncc2)OCc2cnnn2CCCC1=O	.	-2
C[C@@H]1CN([C@H](C)CO)C(=O)CCCn2nncc2CO[C@@H]1CN(C)C(=O)Nc1ccc(C(F)(F)F)cc1	.	-11
C[C@H]1CN([C@@H](C)CO)C(=O)c2cccc(NC(=O)NC3CCCCC3)c2O[C@H]1CN(C)C(=O)Nc1ccccc1	1	-4
COc1ccc(NC(=O)Nc2ccc3c(c2)C(=O)N([C@H](C)CO)C[C@H](C)[C@H](CN(C)S(=O)(=O)c2cccs2)OCCCC[C@@H](C)O3)cc1	-2	-6
C[C@H](CO)N1C[C@H](C)[C@H](CN(C)C(=O)Nc2cccc3ccccc23)Oc2ccc(NC(=O)CCN3CCOCC3)cc2CC1=O	1	-16
COc1ccc(CN(C)C[C@@H]2Oc3ccc(NS(=O)(=O)c4cccs4)cc3CC(=O)N([C@H](C)CO)C[C@H]2C)cc1	4	16
C[C@H]1CN([C@@H](C)CO)C(=O)Cc2cc(NS(C)(=O)=O)ccc2O[C@H]1CN(C)Cc1ccc(Oc2ccccc2)cc1	-6	-6
C[C@@H]1CN([C@H](C)CO)C(=O)c2cc(NC(=O)c3ccncc3)ccc2O[C@H]1CN(C)Cc1ccc(-c2ccccc2)cc1	-11	43
C[C@H](CO)N1C[C@H](C)[C@H](CN(C)C(=O)Nc2cccc3ccccc23)Oc2ncc(C#CC(C)(C)O)cc2C1=O	.	-9
Cc1noc(C)c1NC(=O)Nc1ccc2c(c1)C(=O)N([C@H](C)CO)C[C@H](C)[C@@H](CN(C)Cc1ccc(Oc3ccccc3)cc1)O2	-4	-8
C[C@H](CO)N1C[C@H](C)[C@H](CN(C)Cc2ccc(-c3ccccc3)cc2)Oc2ccc(NC(=O)Nc3ccc4c(c3)OCO4)cc2CC1=O	-13	31
C[C@H](CO)N1C[C@H](C)[C@H](CN(C)C(=O)Nc2cccc3ccccc23)Oc2ccc(NC(=O)c3ccncc3)cc2C1=O	-1	-1
CC(C)NC(=O)Nc1ccc2c(c1)CC(=O)N([C@H](C)CO)C[C@@H](C)[C@@H](CN(C)C(=O)NC1CCCCC1)O2	6	-5
C[C@@H]1CCCCO[C@@H](CN(C)C)[C@@H](C)CN([C@H](C)CO)C(=O)c2cc(NS(=O)(=O)c3ccc(Cl)cc3)ccc2O1	6	-10
C[C@H]1CN([C@@H](C)CO)C(=O)c2cc(NC(=O)Nc3cccc4ccccc34)ccc2O[C@H]1CN(C)S(=O)(=O)c1cccs1	-4	-11
C[C@@H]1CN([C@@H](C)CO)C(=O)Cc2cc(NC(=O)c3ccncc3)ccc2O[C@@H]1CN(C)Cc1ccc(C(=O)O)cc1	13	-3
C[C@H](CO)N1C[C@H](C)[C@H](CN(C)Cc2ccc(Oc3ccccc3)cc2)Oc2ccc(NS(=O)(=O)c3cccs3)cc2C1=O	-6	15
C[C@H]1CN([C@@H](C)CO)C(=O)Cc2cc(NC(=O)Nc3ccc(F)cc3)ccc2O[C@H]1CN(C)S(=O)(=O)c1cn(C)cn1	5	-2
COc1ccc(S(=O)(=O)N(C)C[C@@H]2Oc3ncc(-c4cccc(C(F)(F)F)c4)cc3C(=O)N([C@H](C)CO)C[C@@H]2C)cc1	.	46
CC(C)NC(=O)Nc1ccc2c(c1)C(=O)N([C@@H](C)CO)C[C@@H](C)[C@H](CN(C)Cc1ccc(Oc3ccccc3)cc1)O2	-11	-10
C[C@H](CO)N1C[C@H](C)[C@@H](CN(C)C)Oc2c(NS(=O)(=O)c3cccs3)cccc2C1=O	9	-33
C[C@@H]1CN([C@H](C)CO)C(=O)Cc2cc(NC(=O)Cc3cn(C)c4ccccc34)ccc2O[C@H]1CN(C)C(=O)Nc1ccccc1	21	-2
Cc1noc(C)c1NC(=O)Nc1ccc2c(c1)C(=O)N([C@H](C)CO)C[C@@H](C)[C@@H](CN(C)C(=O)Nc1c(C)noc1C)O2	8	2
Cc1ccc(S(=O)(=O)Nc2ccc3c(c2)CC(=O)N([C@@H](C)CO)C[C@H](C)[C@H](CN(C)Cc2ccc(-c4ccccc4)cc2)O3)cc1	-32	27
C[C@@H]1CN([C@H](C)CO)C(=O)Cc2cc(NS(=O)(=O)c3ccc(F)cc3)ccc2O[C@@H]1CN(C)C(=O)Nc1ccc(C(F)(F)F)cc1	-16	11
C[C@@H]1CN([C@H](C)CO)C(=O)c2cc(NC(=O)CCCN(C)C)ccc2O[C@H]1CN(C)Cc1ccc2c(c1)OCO2	-3	11
C[C@@H]1CCCCO[C@@H](CN(C)Cc2ccc3c(c2)OCO3)[C@@H](C)CN([C@H](C)CO)C(=O)c2cc(NC(=O)Nc3ccc4c(c3)OCO4)ccc2O1	-18	71*
C[C@@H]1CN([C@H](C)CO)C(=O)CCCn2cc(nn2)CO[C@H]1CN(C)S(=O)(=O)c1ccc2ccccc2c1	.	-6
CC(C)NC(=O)Nc1cccc2c1O[C@@H](CN(C)S(=O)(=O)c1ccccc1)[C@H](C)CN([C@H](C)CO)C2=O	3	-6
C[C@H](CO)N1C[C@H](C)[C@H](CN(C)Cc2cccc(C(=O)O)c2)OCc2cnnn2CCCC1=O	5	-10
C[C@@H]1CN([C@H](C)CO)C(=O)c2cccc(NC(=O)Nc3ccccc3)c2O[C@H]1CN(C)S(=O)(=O)c1ccc(Cl)cc1	24	4
C[C@H](CO)N1C[C@H](C)[C@H](CN(C)C(=O)Nc2ccc(F)cc2)Oc2c(NC(=O)Nc3ccc(F)cc3)cccc2C1=O	1	-26
Cc1ccc(S(=O)(=O)N(C)C[C@H]2Oc3c(NS(=O)(=O)c4cn(C)cn4)cccc3C(=O)N([C@@H](C)CO)C[C@@H]2C)cc1	6	-48
C[C@@H]1CN([C@H](C)CO)C(=O)c2cccc(NC(=O)C3CCCCC3)c2O[C@H]1CN(C)C(=O)Nc1ccc2c(c1)OCO2	-1	2
C[C@@H]1CN([C@@H](C)CO)C(=O)c2cc(NC(=O)Cn3cnnn3)ccc2O[C@@H]1CN(C)Cc1ccccc1	-11	-9
C[C@H]1CN([C@@H](C)CO)C(=O)c2cccc(NS(C)(=O)=O)c2O[C@H]1CN(C)C(=O)Nc1ccc2c(c1)OCO2	9	-22
C[C@H]1CN([C@@H](C)CO)C(=O)Cc2cc(NC(=O)C3CC3)ccc2O[C@H]1CN(C)C	12	-18
C[C@@H]1CN([C@@H](C)CO)C(=O)CCCn2nncc2CO[C@@H]1CN(C)Cc1ccccc1C(F)(F)F	.	13
C[C@@H]1CN([C@@H](C)CO)C(=O)c2cccc(NC(=O)c3ccc(-c4nccs4)cc3)c2O[C@H]1CN(C)S(C)(=O)=O	3	-5
C[C@H]1CN([C@@H](C)CO)C(=O)CCCn2nncc2CO[C@@H]1CN(C)S(=O)(=O)c1ccc(Oc2ccccc2)cc1	2	73*

An excerpt of these results, with each value named:
Compound: C[C@@H]1CN([C@@H](C)CO)C(=O)c2cc(NC(=O)Cn3cnnn3)ccc2O[C@@H]1CN(C)Cc1ccccc1
- INS-1E rescue: -11
- T cruzi intra: -9
Compound: C[C@H]1CN([C@@H](C)CO)C(=O)c2cccc(NS(C)(=O)=O)c2O[C@H]1CN(C)C(=O)Nc1ccc2c(c1)OCO2
- INS-1E rescue: 9
- T cruzi intra: -22

The listing continues:
SMILES	INS-1E rescue	T cruzi intra
C[C@H]1CN([C@@H](C)CO)C(=O)c2cc(NC(=O)CCCCCC(=O)Nc3ccccc3N)ccc2O[C@@H]1CN(C)Cc1ccncc1	-9	-28
CCOC(=O)N(C)C[C@@H]1OCc2cnnn2CCCC(=O)N([C@H](C)CO)C[C@@H]1C	.	-14
C[C@@H]1CN([C@H](C)CO)C(=O)c2cc(N(C)C)ccc2O[C@@H]1CN(C)S(=O)(=O)c1cn(C)cn1	9	17
Cc1ccc(S(=O)(=O)N(C)C[C@H]2Oc3ccc(NC(=O)CCC(F)(F)F)cc3C(=O)N([C@H](C)CO)C[C@H]2C)cc1	3	-3
C[C@H](CO)N1C[C@H](C)[C@H](CN(C)Cc2ccc(C(F)(F)F)cc2)Oc2ccc(NS(=O)(=O)c3ccccc3)cc2CC1=O	2	6
COc1cccc(S(=O)(=O)N(C)C[C@@H]2Oc3ncc(C#CCN(C)C)cc3C(=O)N([C@H](C)CO)C[C@@H]2C)c1	2	15
C[C@@H]1CN([C@H](C)CO)C(=O)c2cccc(NS(C)(=O)=O)c2O[C@H]1CN(C)S(=O)(=O)c1cccs1	17	-27
C[C@H](CO)N1C[C@H](C)[C@H](CN(C)C(=O)NC2CCCCC2)Oc2c(NC(=O)c3cnccn3)cccc2C1=O	9	2
C[C@@H]1CN([C@@H](C)CO)C(=O)c2cc(NC(=O)Cc3ccccc3)ccc2O[C@H]1CN(C)S(=O)(=O)c1cn(C)cn1	2	-7
C[C@@H]1CN([C@@H](C)CO)C(=O)CCCn2cc(nn2)CO[C@@H]1CN(C)Cc1ccc(O)cc1	.	-4
C[C@H]1CN([C@@H](C)CO)C(=O)Cc2cc(N(C)C)ccc2O[C@H]1CN(C)C(=O)NC1CCCCC1	4	-25
CNC[C@H]1Oc2ccc(NC(=O)NC(C)C)cc2C(=O)N([C@@H](C)CO)C[C@H]1C	1	-23
C[C@@H]1CCCCO[C@@H](CN(C)Cc2ccc(C(F)(F)F)cc2)[C@@H](C)CN([C@H](C)CO)C(=O)c2cc(NC(=O)Nc3ccc(C(F)(F)F)cc3)ccc2O1	-2	72*
C[C@@H]1CN([C@@H](C)CO)C(=O)c2cccc(NC(=O)NC3CCCCC3)c2O[C@@H]1CN(C)S(=O)(=O)c1ccc(Cl)cc1	-8	23
C[C@@H]1CN([C@H](C)CO)C(=O)c2cc(NC(=O)Nc3cccc4ccccc34)ccc2O[C@@H]1CN(C)Cc1ccc(C(=O)Nc2ccccc2N)cc1	10	23
C[C@@H]1CN([C@H](C)CO)C(=O)c2cccc(NC(=O)c3nc4ccccc4s3)c2O[C@H]1CN(C)C(=O)Nc1ccc(C(F)(F)F)cc1	-2	61*
C[C@@H]1CN([C@@H](C)CO)C(=O)Cc2cc(NC(=O)Nc3ccc(C(F)(F)F)cc3)ccc2O[C@@H]1CN(C)Cc1ccc2c(c1)OCO2	-35	58*
C[C@H]1CN([C@@H](C)CO)C(=O)c2cc(NC(=O)NC3CCCCC3)ccc2O[C@@H]1CN(C)C(=O)Nc1ccc(F)cc1	4	-7
O=C(CCCCCC(=O)N/N=C/c1ccc([N+](=O)[O-])s1)NO	20	64*
C[C@H](CO)N1C[C@H](C)[C@@H](CN(C)C(=O)Nc2ccc(C(F)(F)F)cc2)Oc2c(NC(=O)Nc3ccc(F)cc3)cccc2C1=O	4	6
Cc1ccc(S(=O)(=O)N(C)C[C@@H]2Oc3c(NC(=O)Nc4ccc(F)cc4)cccc3C(=O)N([C@@H](C)CO)C[C@@H]2C)cc1	-3	10
C[C@@H]1CN([C@@H](C)CO)C(=O)c2cccc(NC(=O)c3ccncc3)c2O[C@@H]1CN(C)Cc1ccc(Cl)c(Cl)c1	-8	68*
Cc1noc(C)c1NC(=O)Nc1cccc2c1O[C@H](CN(C)C(=O)Nc1ccc3c(c1)OCO3)[C@H](C)CN([C@H](C)CO)C2=O	10	-2
C[C@@H]1CN([C@H](C)CO)C(=O)Cc2cc(NC(=O)Nc3cccc4ccccc34)ccc2O[C@H]1CN(C)CC1CC1	0	-29
C[C@@H]1CN([C@@H](C)CO)C(=O)c2cc(NC(=O)c3ccncc3)ccc2O[C@H]1CN(C)S(=O)(=O)c1ccc(Cl)cc1	-7	-10
COc1ccc(S(=O)(=O)N(C)C[C@H]2Oc3ccc(NC(=O)CCCN(C)C)cc3C(=O)N([C@@H](C)CO)C[C@H]2C)cc1	4	-10
Cc1noc(C)c1NC(=O)N(C)C[C@@H]1Oc2ccc(N(C)C)cc2CC(=O)N([C@@H](C)CO)C[C@@H]1C	10	-24
COc1ccc(NC(=O)N(C)C[C@H]2Oc3ccc(NC(=O)Nc4c(C)noc4C)cc3C(=O)N([C@@H](C)CO)C[C@@H]2C)cc1	1	-10
Cc1noc(C)c1NC(=O)Nc1ccc2c(c1)C(=O)N([C@H](C)CO)C[C@H](C)[C@@H](CN(C)Cc1ccc(C(=O)O)cc1)OCCCC[C@@H](C)O2	5	-26
COc1ccc(NC(=O)Nc2ccc3c(c2)C(=O)N([C@@H](C)CO)C[C@H](C)[C@@H](CN(C)Cc2ccc4c(c2)OCO4)O3)cc1	-13	-2
COc1ccc(NC(=O)N(C)C[C@@H]2OCCCC[C@@H](C)Oc3ccc(NS(C)(=O)=O)cc3C(=O)N([C@H](C)CO)C[C@@H]2C)cc1	7	-10

Full records from above. Screens in order: INS-1E rescue | T cruzi intra
C[C@@H]1CN([C@@H](C)CO)C(=O)c2cccc(NC(=O)c3ccncc3)c2O[C@@H]1CN(C)Cc1ccc(Cl)c(Cl)c1 reads -8 | 68*
COc1ccc(NC(=O)N(C)C[C@H]2Oc3ccc(NC(=O)Nc4c(C)noc4C)cc3C(=O)N([C@@H](C)CO)C[C@@H]2C)cc1 reads 1 | -10
C[C@@H]1CN([C@@H](C)CO)C(=O)c2cc(NC(=O)c3ccncc3)ccc2O[C@H]1CN(C)S(=O)(=O)c1ccc(Cl)cc1 reads -7 | -10
Cc1noc(C)c1NC(=O)Nc1ccc2c(c1)C(=O)N([C@H](C)CO)C[C@H](C)[C@@H](CN(C)Cc1ccc(C(=O)O)cc1)OCCCC[C@@H](C)O2 reads 5 | -26
C[C@@H]1CN([C@H](C)CO)C(=O)Cc2cc(NC(=O)Nc3cccc4ccccc34)ccc2O[C@H]1CN(C)CC1CC1 reads 0 | -29
